High-throughput results deposited in PubChem BioAssay by several laboratories.
PostGolgi yeast – phenotypic screen on post-Golgi transport, primary screen. post-Golgi transport phenotypic cell assay. inhibition, % at 10 µM. 98,000 tested, 0.9% active;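 also: yeast cells grown in 1536-well plates; yeast grown about 18 h at 30C before absorbance read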
PTPN22 inh 2 – PTPN22 phosphatase inhibitors, primary screen, biochemical, DiFMUP fluorescence, 2 µM; Tyrosine-protein phosphatase non-receptor type 22 (Homo sapiens), Q9Y2R2; recombinant LYP catalytic domain; inhibition, % at 2 µM; 96,000 tested, 0.21% active;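 active = inhibition at 2 µM at or above a set limit, the screen mean plus 3 SD, cut at about 24% in these data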;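 also: 0% = DMSO with enzyme and 100% = enzyme fully blocked by orthovanadate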
Target sequence (Q9Y2R2 whole entry, looked up, the tested form may be a part): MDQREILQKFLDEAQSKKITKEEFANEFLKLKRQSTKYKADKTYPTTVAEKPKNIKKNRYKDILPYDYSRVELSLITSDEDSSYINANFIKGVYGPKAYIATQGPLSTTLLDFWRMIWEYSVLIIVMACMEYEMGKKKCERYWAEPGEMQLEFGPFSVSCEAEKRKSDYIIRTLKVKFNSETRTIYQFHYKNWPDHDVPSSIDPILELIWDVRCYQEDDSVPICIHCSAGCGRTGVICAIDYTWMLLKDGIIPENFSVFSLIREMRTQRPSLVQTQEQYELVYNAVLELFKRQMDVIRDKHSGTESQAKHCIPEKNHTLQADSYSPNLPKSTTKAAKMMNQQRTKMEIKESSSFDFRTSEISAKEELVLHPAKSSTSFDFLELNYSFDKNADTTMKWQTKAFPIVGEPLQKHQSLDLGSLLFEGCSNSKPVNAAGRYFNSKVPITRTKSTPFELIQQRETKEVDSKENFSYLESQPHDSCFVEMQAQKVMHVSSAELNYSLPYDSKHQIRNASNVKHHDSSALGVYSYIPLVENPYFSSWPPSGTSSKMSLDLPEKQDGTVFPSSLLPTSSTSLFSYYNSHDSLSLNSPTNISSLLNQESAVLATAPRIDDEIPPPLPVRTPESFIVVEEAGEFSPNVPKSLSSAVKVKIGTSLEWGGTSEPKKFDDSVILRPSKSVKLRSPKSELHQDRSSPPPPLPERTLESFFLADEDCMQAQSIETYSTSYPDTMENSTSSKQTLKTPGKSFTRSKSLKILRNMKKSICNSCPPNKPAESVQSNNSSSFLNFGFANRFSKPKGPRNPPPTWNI
PostGolgi ctrl – growth inhibition of yeast control strain, primary screen, counter-screen for post-Golgi transport modulator project; efflux-deficient yeast background strain, growth absorbance A615, 16 h; inhibition, % at 10 µM; 98,000 tested, 5% active; AID 738, 2007
S1P2 agonist – S1P2 receptor agonists, primary screen, cell-based | 97,000 tested, 0.46% active | S1P2-expressing cell line, agonist reporter read-out | Sphingosine 1-phosphate receptor 2 (Homo sapiens), O95136 | activation, % at 4.5 µM; in the data active = activation above about 16%;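 also: 0% = vehicle low control and 100% = maximal reference agonist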
HIV Rev-RRE inh – HIV-1 Rev-RRE binding inhibitors, primary screen, biochemical, FRET, protein-RNA interaction; 97,000 tested, 0.79% active; P05866; inhibition, % at 8 µM; Rev peptide-RRE RNA binding;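 active = inhibition above the screen-wide mean plus 3 SD, cut at about 35% in these data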;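 also: 0% = median DMSO wells and 100% = median Neomycin B control wells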
Target sequence (P05866 whole entry, looked up): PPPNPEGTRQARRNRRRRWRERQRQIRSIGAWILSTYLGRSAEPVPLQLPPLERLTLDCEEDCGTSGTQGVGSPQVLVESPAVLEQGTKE
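assay system = Cy5-tagged RRE RNA duplex with fluorescein-tagged Rev peptide | incubation = 5 + 15 min at 25 °C | also added = labelled Rev peptide | measure = % inhibition of FRET ratio versus controls | benchmarks = DMSO wells as 0% and neomycin B wells as 100% inhibition | measured by = FRET fluorescence readout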
FAK blocker – FAK kinase inhibitors, primary screen, biochemical. Focal adhesion kinase 1 (Homo sapiens), Q05397. 97,000 tested, 0.84% active. inhibition, %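 (tested at 7 µM)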. biochemical FAK kinase activity assay; in the data active = inhibition above about 19%;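 also: 0% = DMSO and 100% = reference compound high control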
LYP act – LYP phosphatase activators, primary screen, biochemical, DiFMUP fluorescence, 2 µM; Tyrosine-protein phosphatase non-receptor type 22 (Homo sapiens), Q9Y2R2; recombinant LYP; 0 = plate median, 100 = signal doubled; activation, % at 2 µM; 96,000 tested, 0.11% active; AID 697, 2007;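 active = activation at 2 µM above a set limit, the mean plus 5 SD, cut at about 37% in these data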
EphB4 ephrin blk – EphB4-ephrin-B2 interaction antagonists, primary screen, biochemical, TNYL-RAW peptide probe, fluorescence polarization; Ephrin type-B receptor 4 (Homo sapiens), P54760; inhibition, % at 7 µM; EphB4 LBD / TNYL-RAW-Alexa532 peptide; 97,000 tested, 0.15% active;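 active = inhibition above the screen-wide mean inhibition plus 3 SD, cut at about 15% in these data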;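 also: 0% = DMSO wells and 100% = excess unlabeled TNYL-RAW peptide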
S1P2 blocker – human S1P2 receptor antagonists, primary screen, cell-based. 97,000 tested, 0.21% active. inhibition, % at 5 µM. cell-based S1P2 antagonist assay, inhibition at 5 uM. Sphingosine 1-phosphate receptor 2 (Homo sapiens), O95136; in the data active = inhibition above about 45%;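 also: CRE beta-lactamase reporter cells expressing human S1P2 stimulated with S1P; 0% = agonist at EC80 alone and 100% = agonist plus reference antagonist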
Numbers without * were called inactive; . = not tested or not shown. Rule as the data show it, unless noted: active = inhibition above about 30%; inactive = the rest.

The opening 5 compounds, ahead of the listing:
SMILES	PostGolgi yeast	PTPN22 inh 2	PostGolgi ctrl	S1P2 agonist	HIV Rev-RRE inh	FAK blocker	LYP act	EphB4 ephrin blk	S1P2 blocker
O=C(CC1COc2ccccc2O1)NC1CCCCC1 (stereo not drawn)	-13	4	4	-3	0	1	-5	7	0
O=C(CSc1nnc(Cc2cccs2)n1-c1ccccc1)NCc1ccc2c(c1)OCO2	1	3	7	-6	8	1	-5	5	18
Cc1ccc(-c2nnc(-n3nnc4ccccc43)c3ccccc23)cc1	-6	-8	12	-5	-4	4	13	-6	-10
COc1ccc(N2CC(C)Cn3c2nc2c3c(=O)n(Cc3ccc(F)cc3)c(=O)n2C)c(OC)c1 (stereo not drawn)	-8	-6	17	-6	-3	0	4	-5	-8
CCN=C1S/C(=C\c2cn(C(C)=O)nc2-c2ccccc2)C(=O)N1CC	.	8	.	3	13	5	-2	-2	0

The listing (from the top)
SMILES	PostGolgi yeast	PTPN22 inh 2	PostGolgi ctrl	S1P2 agonist	HIV Rev-RRE inh	FAK blocker	LYP act	EphB4 ephrin blk	S1P2 blocker
O=C(CC1COc2ccccc2O1)NC1CCCCC1 (stereo not drawn)	-13	4	4	-3	0	1	-5	7	0
O=C(CSc1nnc(Cc2cccs2)n1-c1ccccc1)NCc1ccc2c(c1)OCO2	1	3	7	-6	8	1	-5	5	18
Cc1ccc(-c2nnc(-n3nnc4ccccc43)c3ccccc23)cc1	-6	-8	12	-5	-4	4	13	-6	-10
COc1ccc(N2CC(C)Cn3c2nc2c3c(=O)n(Cc3ccc(F)cc3)c(=O)n2C)c(OC)c1 (stereo not drawn)	-8	-6	17	-6	-3	0	4	-5	-8
CCN=C1S/C(=C\c2cn(C(C)=O)nc2-c2ccccc2)C(=O)N1CC	.	8	.	3	13	5	-2	-2	0
CCNC(=O)NC(=O)C(C)OC(=O)c1cc(S(=O)(=O)N2CCCCCC2)ccc1OC (stereo not drawn)	-4	2	3	-5	9	0	-1	-4	-8
CCCCOc1ccccc1C1NC(=O)NC(C)=C1C(=O)OCc1ccco1 (stereo not drawn)	-2	-8	4	-1	3	-1	10	1	0
CCCc1nc(SCC(=O)NNC(=O)C2CCCCC2)c2ccccc2n1	-8	8	-1	-7	0	2	-4	2	14
Cc1cccc(Cn2ccc(-c3ccc(Cl)cc3)c(C#N)c2=O)c1	4	-7	0	-3	1	8	11	4	-2
COCCNC(=O)C(c1ccco1)N(C(=O)Cn1nnc2ccccc21)c1ccccc1C (stereo not drawn)	-3	-12	8	-3	2	-2	8	-3	7
O=C(COC(=O)CCc1ccc(S(=O)(=O)N2CCOCC2)cc1)Nc1ccc(Cl)cn1	-1	5	4	-3	11	0	-6	-7	0
Clc1ccc(OCc2nc(-c3ccncc3)no2)c(Cl)c1	44*	-4	37*	-3	13	2	7	-1	12
CN1/C(=C\C(=O)CN2C(=O)NC3(CCCCCC3)C2=O)C(C)(C)c2ccccc21	0	6	8	-3	25	0	-3	-4	-25
CCCOc1ccc2ccccc2c1/C=N/n1c(C)nnc1-n1nc(C)cc1C	-3	7	23	2	4	0	-9	3	6
N#Cc1ccsc1NC(=O)CSc1ncnc2ccccc12	-8	10	8	-2	8	10	-12	-5	7
Cc1nc2ccc(-c3nc4ccccc4o3)cc2[nH]1	-7	-1	-1	-8	8	8	1	10	26
NC(=O)NC(CC(=O)OCC(=O)NC(=O)NCc1ccco1)c1ccc(Cl)cc1 (stereo not drawn)	-6	10	7	-2	5	-1	-10	-5	8
COCCNC(=O)c1c(N)sc2c1CCCC2	20	3	-6	-1	6	-6	1	-7	-12
CCn1cc(C(=O)N2CCN(C(=O)c3ccco3)CC2)c2cc(OC)c(OC)cc2c1=O	-2	9	6	0	3	-5	-6	3	2
Cc1ccn(C(=O)c2cc3cc(Cl)ccc3oc2=O)n1	-2	-2	4	-3	5	2	5	5	7
O=C(Nc1cccc(Cl)c1)N1CCN(Cc2ccccc2)CC1	-3	-5	12	-5	6	0	3	4	1
Cc1cc(C)c2c(c1)-c1cc(C)nn1C(c1ccc3c(c1)OCO3)N2 (stereo not drawn)	16	-4	47*	-7	-1	5	2	-2	-16
CCN(CC(=O)NCc1cccs1)c1ccc(S(=O)(=O)N2CCOCC2)cn1	-9	-9	8	-3	8	-3	7	3	6
O=C(O)CCc1ccc(-c2ccccc2)n1CC1CCCO1 (stereo not drawn)	10	-13	-4	-7	4	-1	6	2	-3
Cc1ccc(C)c(NC(=O)Cn2nc(C(F)(F)F)cc2C2CC2)c1	-5	-10	-6	4	6	0	10	1	-11
Cc1ccc(-n2c(C)nc3c(cnn3-c3ccc(C)c(C)c3)c2=O)cc1C	6	4	47*	-4	8	1	-6	-4	-18
O=C1C(Cl)=C(NCCCN2CCOCC2)C(=O)N1CCc1ccccc1	9	-12	3	-3	-2	-4	7	-7	-1
O=S(=O)(c1ccc(F)cc1)N1CCN(c2nc(-c3ccc(F)cc3)cs2)CC1	-2	10	37*	-3	7	-6	-6	3	0
CCn1cc([N+](=O)[O-])c(C(=O)Nc2nc(-c3ccc(C)cc3)c(C)s2)n1	1	-5	4	-2	9	1	8	4	-5
O=[N+]([O-])CC(=Nc1ccc(Cl)cc1)N/N=C\c1oc(O)c2ccccc12	4	14	9	-4	10	4	-14	3	12
CCOc1ccc(N2C(=O)CC(N3CCc4ccccc43)C2=O)cc1 (stereo not drawn)	-7	2	4	-7	-1	-2	0	-1	-25
COc1cccc(-c2nnc(SCC(=O)N3CC(C)CC(C)C3)o2)c1 (stereo not drawn)	-3	-14	4	-3	4	-3	12	-1	14
Cc1oc(-c2cccc(Cl)c2)nc1CN1CCC(C(=O)NCC2CCCO2)CC1 (stereo not drawn)	3	-4	23	-8	3	-9	3	4	16
O=C1c2ccccc2C(=Nc2ccccc2)C1c1cccc(Br)c1 (stereo not drawn)	0	6	3	-2	4	0	-3	-6	24
Cc1cc(=O)oc2c(C)c(OCC(=O)N(C)C)ccc12	2	-7	4	-2	4	1	7	-3	4
O=C(Nc1cnn(Cc2ccc(F)cc2)c1)c1cc(-c2cccs2)on1	18	2	-2	-7	-2	-3	-3	2	-9
O=C(COc1ncnc2scc(-c3ccc(Cl)cc3)c12)NCc1ccco1	-5	4	16	-6	2	4	0	-3	18
CC(SC1CCCC1)C(=O)Nc1ccnn1C(C)C (stereo not drawn)	23	2	-10	-6	-1	-1	-2	-8	11
CCCCCC(=O)Nc1ccc(Cl)cn1	-4	2	3	-7	5	5	-1	0	14
CCn1ncc(/C=N/NS(=O)(=O)c2ccc(Cl)cc2)c1C	-2	-7	-3	-3	4	0	4	4	-23
COCCSc1nnc(-c2cccc(C#N)c2)n1C	-4	-12	9	0	10	7	12	8	13
OCCNc1nc2ccccc2n1-c1ccccc1	0	-4	3	-5	0	-1	7	-5	-5
O=C(c1ccc(S(=O)(=O)N2CCOCC2)cc1)N(c1ccccc1)C1C=CS(=O)(=O)C1 (stereo not drawn)	-3	-1	3	-3	2	-4	1	6	22
Cc1[nH]c2ccccc2c1C(=O)CN1CCN(C2CCCCC2)CC1	0	-2	-2	2	4	0	1	-3	7
O=C(NCCNS(=O)(=O)c1ccc(Cl)cc1)c1cc(OCC(F)(F)F)ccc1OCC(F)(F)F	-3	-3	-2	-6	10	9	7	2	34
Cc1oc(C)c(C(N)=O)c1C(N)=O	12	-7	4	-6	11	-4	7	6	6
CSc1nc(N)nc(SCC(=O)OC(C)C)c1C#N	14	-13	3	-1	7	1	10	-9	-7
CC1CCN(C(=O)CSc2nc(N)cc(N)n2)CC1	0	6	3	-3	1	-7	-8	-2	5
O=C1CCc2cc(S(=O)(=O)N3CCN(c4cccc(Cl)c4)CC3)ccc2N1	-1	-2	4	-5	5	-5	0	-1	-5
Cc1cc(=O)n2[nH]c(-c3cccnc3)nc2n1	-6	7	5	0	6	0	-4	-3	-2
Cc1cc(C(=O)CSc2n[nH]c(N)n2)c(C)n1C1CC1	5	5	10	-6	10	-1	-2	5	3
Cc1c(C(=O)N2CCN(c3ccccn3)CC2)sc2ncnc(N3CCOCC3)c12	2	12	2	-4	7	-2	-10	3	-4
O=C(CSc1nnc2scc(-c3ccccc3)n12)NCC1CCCO1 (stereo not drawn)	1	0	1	-3	3	-2	0	0	-4
N#C/C(=C1\CCCN1)c1nc(-c2ccccc2)cs1	-4	0	20	-9	11	0	0	-2	-19
CC1CCCCC1NC(=O)C1CCN(C(=O)NC2CCCCC2)CC1 (stereo not drawn)	-2	0	-2	-3	0	-1	-4	-4	12
C=CCn1c(SCC(=O)Nc2ccccc2)nnc1-c1cccc(S(=O)(=O)N2CCOCC2)c1	-17	8	21	-3	5	2	-9	-6	-13
CCN1C(=O)/C(=C2\C=Cc3cc(C)ccc3N2CC)OC1=S	.	-4	.	-3	5	0	4	0	2
CC(C)(C)c1ccc(-c2nc(C=O)c3ccccn23)cc1	2	2	11	-7	6	0	2	-3	4
CCn1cc(C(=O)NCc2cccc(F)c2)c(=O)c2cc(F)c(N3CCN(C(=O)c4ccco4)CC3)cc21	-4	10	14	-6	6	1	-8	-10	27
CC(C)(CCl)C(=O)Nc1ccc(Sc2ccc(F)cc2)cc1	4	2	37*	-8	10	7	1	3	18
New compounds follow:
SMILES	PostGolgi yeast	PTPN22 inh 2	PostGolgi ctrl	S1P2 agonist	HIV Rev-RRE inh	FAK blocker	LYP act	EphB4 ephrin blk	S1P2 blocker
Cc1cccc(OCCCC(=O)Nc2ccc3c(c2)OCO3)c1	-6	2	6	-1	1	1	-5	-10	-31
CC(O)(CS(=O)(=O)Cc1ccc(Cl)cc1)C(=O)Nc1cccc(C(F)(F)F)c1 (stereo not drawn)	-2	-18	5	-3	14	0	22	-4	-7
CCCN(CCC)CCNc1c(NC2CCN(C(=O)OCC)CC2)c(=O)c1=O	1	-3	7	-3	-2	-2	0	-6	6
CCCCN(CC)Cc1c(C)[nH]c2ccccc2c1=O	-2	-13	-2	-2	9	0	11	0	-9
CC1Cc2ccccc2N1C(=O)CSc1ncccc1C(=O)O (stereo not drawn)	.	-8	.	-4	6	-4	5	0	2
CC(C)CN1CCC(C(=O)NCC2CCCO2)CC1 (stereo not drawn)	.	-15	.	-1	4	-1	16	-1	-12
NC(=O)C1CCN(C(=O)c2cc(S(=O)(=O)N3CCOCC3)c(Cl)cc2Cl)CC1	-1	2	7	-5	2	-1	-3	6	12
CC(C)Oc1ccc(Cn2c(-c3ccco3)n[nH]c2=S)cc1	.	8	.	-6	-5	2	-8	-2	-18
COc1ccc(NC(=S)N2CCN(C/C=C/c3ccccc3)CC2)cc1OC	6	11	4	-2	-1	-1	-8	2	1
CCOC(=O)N1CCN(C(=O)CCN2C(=O)COc3ccc(C)cc32)CC1	9	-1	18	-2	5	3	5	7	15
C/C(=N\NC(=O)c1cc2ccccc2cc1O)c1ccc2c(c1)OCO2	-2	9	13	-14	3	12	-6	1	0
C=CCOC(=O)C1C(=O)CC(C)(O)C(C(=O)OCC=C)C1c1ccc(OCC)cc1 (stereo not drawn)	3	5	-5	-2	-4	-8	-6	-8	-11
O=C1CC(c2ccccc2)CC(O)=C1C=NCCCO (stereo not drawn)	19	-6	5	-10	6	-2	5	6	10
NC(=O)C1CNc2ccccc2O1 (stereo not drawn)	-3	7	3	-2	8	-1	-7	5	-10
Cc1nc(SCC(=O)Nc2ccccc2C(F)(F)F)c2c(=O)n(C)c(=O)n(C)c2n1	.	0	.	-6	5	1	4	-5	8
CN(C)S(=O)(=O)c1ccc(NC(=O)N2CCN(c3cccc(C(F)(F)F)c3)CC2)cc1	4	-9	-2	-8	7	3	13	-3	40
